High-throughput results (PubChem BioAssay)
Mtb BioA inh: BioA (M. tuberculosis) enzyme inhibition; purified M. tuberculosis BioA enzyme, plate reader; inhibition, % at 9.99 µM; hit rate 0.096% among 360,000; in the data active = inhibition above about 40%
SARS 3CLpro inh: SARS-CoV 3CLpro protease inhibition; P0C6X7; recombinant SARS-CoV 3CLpro, quenched FRET peptide cleavage; inhibition, % at 6 µM; hit rate 0.14% among 290,000; in the data active = inhibition above about 12%
Vc quorum ag: inducers of Vibrio cholerae quorum light production without autoinducers | hit rate 0.16% among 350,000 | activation, % at 18.7 µM | V. cholerae BH1578 lux reporter, luminescence, 6 h; in the data active = activation mostly above about 9.7%, no sharp cut-off; also: not every result past the cut was called active; inactives centre near 0; reference of the scale not given here
GDH-TPI inh: counter-screen for M. tuberculosis FBA inhibitors: GDH-TPI coupled enzymes | hit rate 1.2% among 360,000 | inhibition, % at 4.8 µM | GDH-TPI coupled enzyme counterscreen, NADH absorbance | AID 588335; in the data active = inhibition above about 30%;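 also: 0% = DMSO wells and 100% = wells lacking the enzyme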
UGM FP inh: blocks M. tuberculosis UGM enzyme; inhibition, % at 10 µM; purified UGM, fluorescence polarization probe displacement; P9WIQ1; hit rate 0.06% among 320,000; in the data active = inhibition above about 10%, passing the limit was not always enough
FBA Mtb inh: inhibitors of M. tuberculosis fructose-bisphosphate aldolase. purified M. tuberculosis FBA, fluorescence read-out. hit rate 2.3% among 360,000. inhibition, % at 1 µM; in the data active = inhibition above about 27%;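 also: 0% = vehicle and 100% = reference inhibitor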
Target sequence (P9WQA3 whole entry, looked up): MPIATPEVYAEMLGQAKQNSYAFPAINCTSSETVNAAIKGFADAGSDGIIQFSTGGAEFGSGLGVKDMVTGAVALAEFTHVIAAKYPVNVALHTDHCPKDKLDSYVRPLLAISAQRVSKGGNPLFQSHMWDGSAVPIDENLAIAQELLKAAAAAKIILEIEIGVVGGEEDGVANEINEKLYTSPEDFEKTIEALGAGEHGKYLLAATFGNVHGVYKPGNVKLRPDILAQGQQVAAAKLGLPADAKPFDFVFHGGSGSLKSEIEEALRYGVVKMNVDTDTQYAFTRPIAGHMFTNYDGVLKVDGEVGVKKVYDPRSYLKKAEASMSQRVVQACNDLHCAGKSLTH
DUSP3 inh: DUSP3 (human) phosphatase inhibition. P51452. recombinant VHR phosphatase, pNPP absorbance. inhibition, % at 13.3 µM. hit rate 0.52% among 290,000. AID 1654; in the data active = inhibition above about 50%; also: some compounds called inactive have numbers as strong as hits
Target sequence (P51452 whole entry, looked up): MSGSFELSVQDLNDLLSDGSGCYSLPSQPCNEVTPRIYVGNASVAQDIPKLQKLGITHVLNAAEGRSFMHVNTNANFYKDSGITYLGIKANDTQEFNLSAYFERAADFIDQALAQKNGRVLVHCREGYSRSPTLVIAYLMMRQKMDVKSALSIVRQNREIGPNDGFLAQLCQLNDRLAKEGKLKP
SSB-PriA inh: blocks PriA binding to SSB C-terminal tail | AlphaScreen SSBct-PriA binding, biotinylated peptide | inhibition, % at 33 µM | hit rate 0.6% among 430,000 | AID 1272365; in the data active = inhibition mostly above about 37%, no sharp cut-off; inactive = mostly below about 20%;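 also: plate controls were negative control peptide for no effect and reference peptide for full effect; strong numbers were not always called active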
Rv3671c inh: inhibits the M. tuberculosis serine protease Rv3671c | P9WHR9 | inhibition, % at 5.96 µM | hit rate 0.048% among 320,000 | AID 2606; in the data active = inhibition above about 38%;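 also: extracellular domain of Rv3671c used as enzyme; 0% = enzyme with DMSO and 100% = no enzyme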
Target sequence (P9WHR9 whole entry, looked up, the tested form may be a part): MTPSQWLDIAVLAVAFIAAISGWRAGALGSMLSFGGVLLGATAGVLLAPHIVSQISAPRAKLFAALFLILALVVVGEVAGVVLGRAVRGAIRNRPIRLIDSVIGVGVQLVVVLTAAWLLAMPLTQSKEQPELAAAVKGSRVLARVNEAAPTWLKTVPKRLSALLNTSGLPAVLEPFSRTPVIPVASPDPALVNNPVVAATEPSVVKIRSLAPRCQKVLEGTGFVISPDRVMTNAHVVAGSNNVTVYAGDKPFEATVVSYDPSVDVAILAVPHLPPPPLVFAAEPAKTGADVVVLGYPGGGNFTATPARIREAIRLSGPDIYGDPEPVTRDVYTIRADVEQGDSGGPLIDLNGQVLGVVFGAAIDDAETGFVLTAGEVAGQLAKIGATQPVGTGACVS
MazEF act: MazEF (E. coli) toxin RNase activation; P0AE70; FAM/BHQ RNA-DNA oligo cleavage fluorescence, 5 h; activation, % at 20 µM; hit rate 0.32% among 350,000; in the data active = activation above about 50%
Target sequence (P0AE70 whole entry, looked up): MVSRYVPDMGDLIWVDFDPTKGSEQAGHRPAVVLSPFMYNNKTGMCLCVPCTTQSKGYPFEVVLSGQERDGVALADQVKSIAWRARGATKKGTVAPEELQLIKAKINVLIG
An asterisk follows results filed as active; i = inactive; x = no result given; & = joins results of further samples. A portion of the library; count on the stated rates, not on these rows.

Results follow in this order: Mtb BioA inh	SARS 3CLpro inh	Vc quorum ag	GDH-TPI inh	UGM FP inh	FBA Mtb inh	DUSP3 inh	SSB-PriA inh	Rv3671c inh	MazEF act
1: Cc1ccc(-c2nc(CC(=O)Nc3cccc(S(=O)(=O)NC4=NCCC4)c3)cs2)cc1
  -1.3	x	-0.4	11	-4.2	0	x	-2	2	6
2: CC1CCN(S(=O)(=O)N2CCC(C(=O)NCc3ccc(F)cc3Cl)CC2)CC1
  0.1	x	i	12	x	-2	x	x	x	6
3: O=c1oc2ccc3ccccc3c2cc1-c1nnc(-c2cccs2)o1
  -2.1	0	i	5	x	30*	-11	0	-1	35
4: CCCCN1C[C@H](Cc2ccccc2)[C@@H](CC(=O)NC)C1=O
  0.1	x	i	0	x	0	x	x	x	2
5: Cc1ccc(-n2c(-c3ccc([N+](=O)[O-])cc3)nc3ccccc3c2=O)cc1
  x	8	-0.3	-7	-0.6	-3	34	24	-6	7
6: CCOc1ccc(NC(=O)C(=O)NCc2ccncc2)cc1
  x	2	-0.2	3	0.5	-3	43	-7	4	-15
7: Cc1ccc(S(=O)(=O)NCC(=O)N2CCCC2C(=O)O)cc1 (configuration not stated)
  -0.9	2	i	-6	2.5	2	-25	-8	-8	6
8: COc1ccc(-c2cc(=O)c3c(O)cc(O)cc3o2)cc1
  -2.6	x	-0.3	34*	0.4	2	x	-12	-27	2
9: CC12CCC(C(=O)N3CCc4ccccc43)(CC1=O)C2(C)C (configuration not stated)
  0.8	4	i	-3	0.8	8	11	-2	-1	-1
10: CCCCOc1ccccc1C(=O)N(Cc1ccc(C)o1)C1CCS(=O)(=O)C1 (configuration not stated)
  -0.7	0	i	6	-1.6	-1	23	0	5	4
11: COc1ccccc1NC(=O)CSc1nnc(Cc2cccn2C)n1-c1ccc(F)cc1
  2.3	1	-0.4	0	x	2	-27	18	2	-2
12: Cc1ccccc1C(=O)NC1CCN(CC(=O)Nc2ccc(N(C)C)cc2)CC1
  0.2	7	-0.5	4	1.1	3	25	0	6	8
13: Cc1ccccc1-c1nc(CS(=O)CC(=O)NCc2ccc3c(c2)OCO3)c(C)o1 (configuration not stated)
  2.1	-4	i	13	-0.5	1	15	-9	1	-4
14: COc1cccc(-n2c(=S)[nH]c3c(oc4ccccc43)c2=O)c1
  x	-5	i	9	-2.6	-1	11	-16	18	14
15: O=C(Nc1cccc(F)c1)Nc1ccc2c(c1)C(=O)OC2
  -2.2	3	-0.3	9	3.6	9	3	-6	-13	3
16: O=C1CCC(c2ccccc2)(c2ccccc2)CC1
  0.1	2	-0.9	2	0.3	3	12	32	-5	5
17: O=C(Oc1ccccc1)c1cccc2cccc(C(=O)Oc3ccccc3)c12
  x	3	x	x	x	x	36	3	x	-1
18: COc1cccc(/C=C(/C(=O)OCC(=O)NCC2CCCO2)c2ccccc2)c1 (configuration not stated)
  x	1	-0.2	10	1.8	13	15	-5	-10	0
19: O=C(N/N=C/c1cc([N+](=O)[O-])c(N2CCOCC2)cc1N1CCOCC1)c1cccnc1
  x	0	i	20	0.3	-7	20	x	4	8
20: CCc1nc2ccc(C(=O)N3CCN(c4ccccc4F)CC3)cc2nc1CC
  2.9	3	0.5	11	-0.3	1	-1	4	-7	4
21: CC(=O)Nc1cccc(N=NN2CCOCC2)c1
  x	1	-0.2	5	3.5	0	21	-13	0	8
22: Cc1ccc(-c2nn(CC(=O)Nc3ccc4c(c3)nc3n4CCOC3)c(=O)c3ccccc23)cc1
  -0.8	-6	-0.4	14	-0.8	2	-1	-6	-12	-34
23: COc1ccc(N(Cc2cc3cc(OC)ccc3[nH]c2=O)C(=O)C2CCCO2)cc1 (configuration not stated)
  -0.2	-4	-0.4	-3	1.6	22	8	-17	0	-2
24: COc1ccc(/C=C(\NC(=O)c2ccccc2)C(=O)OCC2CCCN3CCCCC23)cc1OC (configuration not stated)
  x	-4	i	17	1.3	-4	40	-10	-3	6
25: O=C(O)C1Oc2ccccc2C1c1ccccc1 (configuration not stated)
  -1.5	x	-5.7	-1	x	2	x	-13	x	9
26: Cn1c(CNC(=O)c2ccco2)nnc1SCC(=O)Nc1cccc(Br)c1
  1.0	5	-0.2	-3	1.2	3	26	-1	-10	0
27: CNC(=S)N/N=C(\C)c1ccc2c(c1)OCO2
  x	-2	-0.3	13	4.6	-1	48	x	2	6
28: COc1ccc(C2=NN(C(=O)CN3CCOCC3)C(c3nc4ccccc4[nH]3)C2)cc1 (configuration not stated)
  x	2	-0.1	15	-1.2	4	37	-7	7	3
29: CN(C)C(=O)CSc1ncccc1-c1nc2ccccc2[nH]1
  0.7	-2	-0.6	2	-0.5	6	-1	-11	6	8
30: NC(=O)c1ccc(NC(=O)COC(=O)c2ccc3c(c2)OCO3)cc1
  -0.7	x	-2.1	5	0.0	2	x	4	-2	6
31: CCc1ccc(NC(=O)c2ccc(S(=O)(=O)NCc3cccnc3)cc2)cc1
  -0.3	1	i	1	0.1	0	12	-10	-10	-21
32: CC(Nc1cccc2ccccc12)C(=O)N/N=C/c1ccc([N+](=O)[O-])cc1 (configuration not stated)
  -3.5	3	-1.5	24	1.1	2	42	x	5	5
33: Cc1cccc2sc(N(CCCN(C)C)C(=O)c3ccco3)nc12
  1.6	0	-0.4	-6	5.3	2	14	-7	-5	-2
34: CCOc1ccccc1CNC(=O)C1CCN(c2nn3c(=O)cc(C)nc3s2)CC1
  -0.6	3	i	1	3.5	-4	2	-2	-3	-7
35: CC(=O)c1ccc(NC(=S)NCCc2ccccn2)cc1
  x	2	-0.2	7	-2.5	-3	3	-9	-9	4
36: O=Cc1ccc(C(=O)OCC(=O)NCc2ccco2)cc1
  -0.8	x	i	9	3.4	-7	x	-12	-13	7
37: C=CCOc1ccc(CNc2ccc3[nH]c(=O)[nH]c3c2)cc1OCC
  x	-3	-1.1	7	0.3	10	0	-4	1	-5
38: COc1cc(NC(=O)CC2NCCNC2=O)cc(OC)c1 (configuration not stated)
  x	8	i	12	1.2	2	27	-11	-9	3
39: O=C(COC(=O)c1cc([N+](=O)[O-])ccc1N1CCOCC1)Nc1ccc(Cl)cn1
  -1.6	-1	0.2	10	-0.9	-6	14	2	-6	6
40: O=C(NCc1ccc2c(c1)OCO2)c1ccc2c(c1)OCO2
  2.0	2	0.4	-6	1.2	3	-19	-4	5	1
41: O[C@@H]1CN(C2CCCCC2)CC[C@H]1N1CCN(CCc2ccccc2)CC1
  -0.3	2	i	0	2.0	0	39	-2	2	-15
42: Cc1ccccc1NS(=O)(=O)c1cccc(C(=O)Nc2cccc(C(=O)O)c2)c1
  0.0	-1	-1.7	-1	2.4	1	-4	-11	6	8
43: Cc1ccc(C)c(S(=O)(=O)N2CCN(C(=O)CCNS(=O)(=O)c3ccccc3)CC2)c1
  1.9	1	-0.5	3	-2.1	6	10	-9	4	4
44: Cc1ccc(Nc2nnc(SCn3nnc4ccccc4c3=O)s2)cc1
  3.1	2	i	20	0.6	-2	-6	3	-12	4
45: Clc1cccc(N=NN2CCOCC2)c1Cl
  x	-2	-0.6	14	-0.6	-2	36	-15	-2	-1
46: Cc1ccccc1CSc1nnc2ccc(-c3ccncc3)nn12
  0.6	0	2.8	11	-0.8	0	6	-16	2	-2
47: CC1C2Cn3c(nc4ccccc43)C1N(C)O2 (configuration not stated)
  1.6	x	i	3	1.8	-2	7	-12	-3	5
48: CCOC(=O)Cn1c(=O)c2c(nc(N3CCCCC3)n2Cc2ccccc2)n(C)c1=O
  0.9	3	-1.5	-13	-1.7	0	19	-15	8	4
49: O=C(O)c1cc(S(=O)(=O)NCCCN2CCCC2=O)ccc1Cl
  0.2	x	0.8	2	-2.9	-2	x	-3	5	1
50: Cc1ccc(/C=C/C(=O)Nc2ccc(S(=O)(=O)Nc3cc(C)nc(C)n3)cc2)cc1
  0.9	0	-2.8	9	4.1	-2	20	-3	-14	5
51: COc1ccc(C(C)=O)cc1COC(=O)c1cnc(Cl)c(Cl)c1
  x	1	-0.2	-5	0.7	-3	14	-8	4	7
52: Cc1ccc(C)c(NS(=O)(=O)c2cc(C(=O)N3CCc4ccccc4C3)ccc2Cl)c1
  0.0	1	-1.7	-5	0.0	0	18	-2	-17	4
53: COc1cc(C=O)ccc1Oc1cnccn1
  0.7	-6	-0.3	5	-2.4	-1	26	-6	-1	-2
54: CCOP(=O)(OCC)C(NC(=O)Nc1ccc(Cl)cc1)C(=O)N(CC)CC (configuration not stated)
  0.4	-2	-0.3	7	-0.6	-6	16	-13	5	4
55: CCn1c(SCC(=O)NC2CC2)nnc1-c1ccncc1
  -1.1	-2	i	-9	0.8	0	17	-3	-12	0
56: Cc1c(C(=O)OCC(=O)NCC2CCCO2)oc2ccccc12 (configuration not stated)
  x	x	i	-4	1.1	2	x	-22	3	-4
57: O=C(Nc1ccc(NC(=O)c2ccccc2F)cc1)c1ccccc1F
  -2.2	5	i	4	-1.0	2	12	-18	x	1
58: Cc1ccc(C)c(CN2C(=O)CSc3ccc(C(=O)NCCN4CCOCC4)cc32)c1
  -0.3	-5	i	-6	2.7	-3	22	-18	-16	7
59: CC12CCC(=O)N1C(C(=O)NNC(=O)c1ccc(F)cc1)CS2 (configuration not stated)
  x	x	0.0	1	0.4	5	x	-4	2	-9
60: Nc1cc(S(=O)(=O)N2CCCCC2)ccc1N1CCOCC1
  x	-2	-0.5	3	-1.6	0	48	-11	-1	-6

Next results.
Results follow in this order: Mtb BioA inh	SARS 3CLpro inh	Vc quorum ag	GDH-TPI inh	UGM FP inh	FBA Mtb inh	DUSP3 inh	SSB-PriA inh	Rv3671c inh	MazEF act
61: CC(Cc1cccs1)NC(=O)Nc1ccc(F)cc1 (configuration not stated)
  0.8	-1	-0.2	-6	0.3	-1	-8	0	2	13
62: CCOC(=O)c1c(NC(=O)COC(=O)c2ccc(O)cc2)sc(C(=O)N(C)C)c1C
  -0.5	-6	0.7	-3	-1.0	0	17	-12	-18	0
63: Cc1cccc(NC(=O)N2C3CCCC2CC(NC(=O)C(C)(C)C)C3)c1 (configuration not stated)
  -2.3	-1	i	0	-0.2	-1	25	-4	2	4
64: COc1ccc(CN2CCC(Oc3ccc(C(=O)NCc4ccccn4)cc3)CC2)c(F)c1
  2.0	-6	x	7	0.0	1	57*	4	-4	-2
65: Cn1cnnc1SCC(=O)c1ccc(O)c(O)c1
  0.0	4	i	18	-1.8	-1	24	3	-2	9
66: COc1ccccc1-n1cnnc1SCC(=O)NC1CCCCC1
  0.3	x	3.1	-5	0.3	-1	x	-3	12	6
67: Cc1c(NC(=O)c2cccc(NC(=O)Cc3ccc(F)cc3)c2)c(=O)n(-c2ccccc2)n1C
  -1.4	x	i	1	-1.2	1	x	-17	7	3
68: COc1cc2sc(-c3ccc(S(C)(=O)=O)cc3)c(C#CCO)c2cc1OC
  0.9	x	1.7	27	1.7	54*	x	-13	-4	12
69: Cc1ccc(C(C[N+](=O)[O-])Sc2ccc(N)cc2)cc1 (configuration not stated)
  -0.4	-2	-0.5	16	-4.7	-3	27	9	-4	3
70: COc1ccc(CNC(=O)C(OC(=O)c2cccs2)C(C)C)cc1 (configuration not stated)
  -0.1	1	-0.4	-4	-0.1	2	49	-2	1	7
71: O=C(O)c1cccnc1Sc1ccccc1
  0.0	-3	-0.7	3	1.5	2	0	-5	12	-3
72: O=C(CSc1ccc(Cl)cc1)N1CCCC1
  x	1	x	-3	1.2	-3	29	2&-5	-15	-6

Reformatted: four of the compounds above.
#	compound	Mtb BioA inh	SARS 3CLpro inh	Vc quorum ag	GDH-TPI inh	UGM FP inh	FBA Mtb inh	DUSP3 inh	SSB-PriA inh	Rv3671c inh	MazEF act
68	COc1cc2sc(-c3ccc(S(C)(=O)=O)cc3)c(C#CCO)c2cc1OC	0.9	x	1.7	27	1.7	54*	x	-13	-4	12
70	COc1ccc(CNC(=O)C(OC(=O)c2cccs2)C(C)C)cc1 (configuration not stated)	-0.1	1	-0.4	-4	-0.1	2	49	-2	1	7
69	Cc1ccc(C(C[N+](=O)[O-])Sc2ccc(N)cc2)cc1 (configuration not stated)	-0.4	-2	-0.5	16	-4.7	-3	27	9	-4	3
65	Cn1cnnc1SCC(=O)c1ccc(O)c(O)c1	0.0	4	i	18	-1.8	-1	24	3	-2	9
